CIT2-GFP yeast: modulators of CIT2-GFP expression in yeast, primary screen, S. cerevisiae, GFP fusion, multiplex flow cytometry, MLPCN library | GFP response vs DMSO, % at 10 µM | S. cerevisiae CIT2-GFP strain, 3 h; 100 means same as DMSO wells | hit rate 0.065% among 320,000 | AID 2029, 2009;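 active = GFP response relative to DMSO above a set limit, near the screen mean plus 3 SD, cut at about 150% in these data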;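 note: ratio of well median GFP fluorescence to mean of DMSO wells on the plate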
GLD-1 TGE inh: GLD-1/TGE RNA complex disruptors, primary screen, biochemical, fluorescence polarization; Female germline-specific tumor suppressor gld-1 (Caenorhabditis elegans), Q17339; purified GLD-1 + fluorescein TGE RNA; inhibition, % at 5.96 µM; hit rate 0.44% among 320,000; AID 2280, 2010;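 active = percent inhibition above a per-plate cutoff, the plate mean of test compounds plus 3 SD, cut at about 30% in these data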;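 note: 0% = DMSO wells with GLD-1 and probe and 100% = wells lacking GLD-1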
Target sequence (Q17339 whole entry, looked up): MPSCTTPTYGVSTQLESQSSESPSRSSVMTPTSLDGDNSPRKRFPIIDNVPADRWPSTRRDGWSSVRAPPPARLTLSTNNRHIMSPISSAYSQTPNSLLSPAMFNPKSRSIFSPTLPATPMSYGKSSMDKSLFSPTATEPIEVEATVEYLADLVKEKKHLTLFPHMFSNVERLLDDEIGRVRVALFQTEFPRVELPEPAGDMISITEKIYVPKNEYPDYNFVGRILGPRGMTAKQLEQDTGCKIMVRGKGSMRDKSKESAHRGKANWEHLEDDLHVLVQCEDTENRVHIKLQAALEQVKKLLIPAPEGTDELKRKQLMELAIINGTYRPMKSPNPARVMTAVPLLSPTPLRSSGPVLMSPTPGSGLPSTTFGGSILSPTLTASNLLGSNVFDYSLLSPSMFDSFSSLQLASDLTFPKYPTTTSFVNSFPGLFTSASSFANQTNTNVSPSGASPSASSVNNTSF
Bcl-xL primary: inhibitors of human Bcl-xL, primary screen, biochemical, fluorescence polarization, HTS; Bcl-2-like protein 1 (Homo sapiens), Q07817; GST-Bcl-xL / FITC-Bim BH3 peptide fluorescence polarization; inhibition, % at 10.9 µM; hit rate 0.7% among 320,000; AID 2129, 2009;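 active = inhibition above the mean of all tested compounds plus 3 SD, cutoff set per campaign, cut at about 30% in these data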;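 note: 0% = DMSO wells and 100% = unlabeled Bim-BH3 peptide competitor; inhibitors lower millipolarization by displacing the labeled peptide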
Target sequence (Q07817 whole entry, looked up): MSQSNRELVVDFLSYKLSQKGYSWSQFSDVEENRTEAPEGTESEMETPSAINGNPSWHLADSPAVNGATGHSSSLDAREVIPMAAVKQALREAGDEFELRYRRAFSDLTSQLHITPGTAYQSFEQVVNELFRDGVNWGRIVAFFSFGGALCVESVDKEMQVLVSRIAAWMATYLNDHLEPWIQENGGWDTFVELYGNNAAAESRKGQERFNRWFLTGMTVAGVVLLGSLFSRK
Yeast superoxide: reduction of superoxide in aged yeast, primary screen, HTS | AID 2690, 2010 | S. cerevisiae aged cells, superoxide DHE fluorescence; active compounds read low | superoxide response (% of plate mean), % at 10 µM | hit rate 0.18% among 330,000;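 active = superoxide response under a set limit, about three screen SD below normal, cut at about 65% in these data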;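 note: yeast aged for seven days with compound at 30 °C before DHE staining; 100% = average MFI of all compound-treated wells on the plate with controls excluded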
MCL1 BIM primary: inhibitors of MCL1 binding to BIM-BH3, primary screen, biochemical, fluorescence polarization; GST-MCL1 / FITC-Bim-BH3 fluorescence polarization; inhibition, % at 10.9 µM; hit rate 0.68% among 320,000; AID 2057, 2009;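 active = inhibition above the mean inhibition of all tested compounds plus 3 SD, set per campaign, cut at about 40% in these data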;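 note: 0% = DMSO wells and 100% = unlabeled Bim-BH3 peptide control; higher means more loss of mP so more displacement of Bim peptide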
Target sequence (Q07820 whole entry, looked up): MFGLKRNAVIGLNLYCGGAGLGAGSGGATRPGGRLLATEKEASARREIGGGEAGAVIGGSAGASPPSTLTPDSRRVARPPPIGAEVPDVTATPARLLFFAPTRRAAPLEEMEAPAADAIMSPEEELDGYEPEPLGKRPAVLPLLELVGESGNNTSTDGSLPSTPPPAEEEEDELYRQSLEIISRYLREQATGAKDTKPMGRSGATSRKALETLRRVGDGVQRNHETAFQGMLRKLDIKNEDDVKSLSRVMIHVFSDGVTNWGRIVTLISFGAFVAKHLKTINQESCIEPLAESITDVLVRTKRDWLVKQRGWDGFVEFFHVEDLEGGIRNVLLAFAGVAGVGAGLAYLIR
MEX-5 binding: MEX-5 zinc finger RNA-binding disruptors – biochemical, C. elegans, fluorescence polarization, MLPCN library, primary screen. Zinc finger protein mex-5 (Caenorhabditis elegans), Q9XUB2. MEX-5/FITC-TCR2 RNA binding; active compounds read low. activity score (negative = inhibition of binding), % at 10 µM. hit rate 0.38% among 300,000. AID 1832, 2009;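 active = inhibition past about -25% in most replicates, and total fluorescence under double the plate's negative control median, limit read from the data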;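 note: 0% = DMSO and -100% = 5 µM competing unlabeled TCR2 RNA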
GRK2 inh: compounds blocking aptamer binding on GRK2 – biochemical, human GRK2, bead flow cytometry, HTS, primary screen | Beta-adrenergic receptor kinase 1 (Homo sapiens), P25098 | FAM-aptamer displacement from GRK2 | inhibition of aptamer binding, % at 10 µM | hit rate 0.59% among 330,000 | AID 488847, 2010;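 active = inhibition of aptamer binding above 40%, roughly 3 SD of noise, on plates passing a quality check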;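 note: median bead fluorescence of bound FAM aptamer so fluorescent compounds give negative values; no value below 0 was filed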
AGP1 TOR yeast: modulators of AGP1-GFP expression in yeast TOR pathway, primary screen, cell-based, multiplex flow cytometry, S. cerevisiae, MLPCN library; hit rate 0.02% among 320,000; 3 h; GFP as percent of DMSO wells; GFP response vs DMSO, % at 10 µM;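 active = GFP response relative to DMSO above a set limit, near screen average plus 3 SD, cut at about 150% in these data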;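 note: median GFP channel fluorescence of the gated AGP1 strain per well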
VLA-4 inh: inhibition in human VLA-4 binding assay, primary screen, VLA-4 allosteric modulator project, MLPCN library, flow cytometry, VLA-4 expressing cells | Integrin alpha-4 (Homo sapiens), P13612 | ligand binding flow cytometry | inhibition, % (about 7 µM as worked out from the volumes in the protocol) | hit rate 0.2% among 330,000; in the data active = inhibition above about 50%
Starred values were filed as active, the others as inactive; nt = not tested or not shown.

SMILES	CIT2-GFP yeast	GLD-1 TGE inh	Bcl-xL primary	Yeast superoxide	MCL1 BIM primary	MEX-5 binding	GRK2 inh	AGP1 TOR yeast	VLA-4 inh
O=C(COc1coc(CN2CCN(Cc3ccccc3)CC2)cc1=O)Nc1ccccc1	101.4	4.9	14.4	101.7	14.8	-1.4	13.0	107.5	20.8
O=C(CSc1nc2ccccc2s1)NNC(=S)Nc1ccc(Cl)cc1	93.2	-0.7	6.7	100.5	43.0*	-2.6	1.0	98.0	0.0
O=C(NCc1cccnc1)c1cc(Sc2ccc(F)cc2F)nc2ccccc12	99.8	4.0	5.9	98.8	5.1	3.8	0.0	103.1	-4.1
C=CCC1(O)CC(c2ccco2)NC(c2ccco2)C1CCC (centres undefined)	108.0	10.2	15.4	95.1	16.7	-6.7	4.0	103.0	2.1
COc1ccc(C(=O)NCC(=O)OCC(=O)Nc2ncc(Cl)cc2Cl)cc1[N+](=O)[O-]	83.1	7.6	23.8	99.1	26.1	nt	4.0	91.8	-1.2
COc1ccc(C(=O)CCC(=O)NCCc2ccccc2F)cc1	103.5	-3.3	6.2	99.2	1.2	2.5	0.0	102.6	14.0
CC1CCc2c(sc3ncn(Cc4ccc(C(=O)O)cc4)c(=O)c23)C1 (centres undefined)	95.7	-0.5	6.7	105.9	4.5	3.8	3.0	91.4	-0.4
COc1ccc(OC)c2sc(NC(=O)C3COc4ccccc4O3)nc12 (centres undefined)	94.7	-2.9	-3.0	110.5	-4.9	1.4	4.0	94.0	-11.0
Cc1ccc(C(=O)N=c2sccn2C)o1	100.0	-5.5	3.1	103.9	-5.0	-1.1	2.0	100.6	13.7
CCOc1ccccc1NC(=O)Nc1c(C)n(-c2ccccc2)c(=O)n1C	99.9	0.1	-1.6	87.4	2.5	-1.1	0.0	95.7	13.3
COc1ccc(C(c2nnnn2Cc2ccc(F)cc2)N2CCN(c3ccccc3)CC2)cc1 (centres undefined)	86.2	10.3	-2.2	98.0	-1.0	1.3	1.0	101.0	11.4
NC(=O)CC(NC(=O)Cc1cccc2ccccc12)c1ccc(NCCc2ccccc2F)c([N+](=O)[O-])c1 (centres undefined)	87.5	2.8	2.7	92.8	6.5	3.3	3.0	82.8	-2.4
CCCC(=O)NC(C)c1nc2ccccc2n1CC (centres undefined)	97.8	-2.6	4.0	83.7	3.8	-3.2	1.0	96.0	1.8
CCC(C)(C)NC(=O)C(c1ccccn1)N(C(=O)c1csnn1)C1CCCCC1 (centres undefined)	101.2	-1.7	4.5	85.5	4.0	1.0	0.0	103.4	11.5
CC(C)c1ccc(-c2nn(-c3ccccc3)cc2C2C(C#N)=C(N)OC3=C2C(=O)CC(C)(C)C3)cc1 (centres undefined)	92.0	-1.7	-2.2	97.9	-5.7	6.7	2.0	100.1	13.9
Cc1ccnc(NC(=O)CSc2cc(=O)n(C)c3ccccc23)c1	94.3	4.0	5.3	93.8	3.8	1.5	3.0	104.6	-5.9
CCOc1cc2c3c(c1)C1(OCCO1)C(=O)N3C(C)(C)CC2C (centres undefined)	102.4	1.1	-1.6	92.1	-0.4	-3.8	0.0	103.6	-2.8
COc1ccc(N2CC(C(=O)OCC(=O)c3cccc(OC)c3)CC2=O)cc1 (centres undefined)	104.9	1.7	1.2	118.9	2.9	-2.3	3.0	108.0	5.1
CCOC(=O)c1ccc(N2CC(O)=C(c3nc4ccccc4c(=O)[nH]3)C2=N)cc1	101.4	-51.5	-7.5	113.5	-24.1	-2.4	0.0	100.9	-4.5
COc1ccc(-c2nn(-c3ccccc3C)cc2CNCCc2cnc[nH]2)cc1F	99.3	10.1	2.9	103.6	6.1	-5.2	12.0	100.1	2.6
Nc1nnc(SCc2nc3scc(-c4ccccc4)c3c(=O)[nH]2)s1	97.8	-34.0	-13.9	93.3	-33.4	-17.9	3.0	102.0	-380.7
Cc1ccc(NC(=O)Cn2ncc3c([nH]c4ccccc43)c2=O)cc1Cl	106.6	0.0	1.6	85.4	9.6	1.8	3.0	98.3	8.8
CCn1cc(CN2CCc3c([nH]c4ccccc34)C2c2cccc(OC)c2OC)c(C)n1 (centres undefined)	94.5	-3.9	3.5	97.1	3.8	0.7	0.0	93.4	1.8
CCn1nc(NS(=O)(=O)c2ccc([N+](=O)[O-])cc2)c2cc3ccc(C)cc3nc21	101.7	7.0	9.7	96.2	0.6	0.1	2.0	99.6	12.2
Cc1csc(SCC(=O)NCc2ccccc2)n1	86.1	-1.1	-4.0	95.7	-3.1	-0.6	1.0	92.4	3.5

In the list so far, 3 have two or more sulfur atoms.
SMILES	CIT2-GFP yeast	GLD-1 TGE inh	Bcl-xL primary	Yeast superoxide	MCL1 BIM primary	MEX-5 binding	GRK2 inh	AGP1 TOR yeast	VLA-4 inh
O=C(CSc1nc2ccccc2s1)NNC(=S)Nc1ccc(Cl)cc1	93.2	-0.7	6.7	100.5	43.0*	-2.6	1.0	98.0	0.0
Nc1nnc(SCc2nc3scc(-c4ccccc4)c3c(=O)[nH]2)s1	97.8	-34.0	-13.9	93.3	-33.4	-17.9	3.0	102.0	-380.7
Cc1csc(SCC(=O)NCc2ccccc2)n1	86.1	-1.1	-4.0	95.7	-3.1	-0.6	1.0	92.4	3.5

Going on with the list.
SMILES	CIT2-GFP yeast	GLD-1 TGE inh	Bcl-xL primary	Yeast superoxide	MCL1 BIM primary	MEX-5 binding	GRK2 inh	AGP1 TOR yeast	VLA-4 inh
Cc1ccc(S(=O)(=O)N(C)Cc2ccc(C(=O)N/N=C/c3ccc(OC(F)F)cc3OC(F)F)cc2)cc1	94.9	-0.4	3.4	98.9	3.9	-1.5	4.0	83.9	20.4
O=c1c2ccccc2nc2n1C(CSCc1ccc(Cl)cc1Cl)CS2 (centres undefined)	98.9	-0.3	5.2	97.9	8.6	0.6	2.0	98.7	11.7
CC(Sc1ccc2nnc(-c3ccc(F)cc3)n2n1)C(=O)O (centres undefined)	99.8	3.3	-0.1	93.4	-4.6	-0.2	0.0	97.8	-8.5
CC(C)c1cc(C(=O)N2CCN(C(c3ccccc3)c3ccccc3)CC2)no1	86.0	3.2	3.8	81.5	1.2	0.0	0.0	89.5	0.0
O=C(Nc1ccc(Br)cc1)c1cccc(S(=O)(=O)Nc2cnc3ccccc3c2)c1	87.4	3.7	-1.6	115.6	-5.3	0.9	0.0	95.6	8.5
O=C(NC(Cc1ccccc1)C(=O)N1CCN(S(=O)(=O)c2ccccc2)CC1)c1ccccc1 (centres undefined)	93.0	-7.6	1.3	100.8	1.2	3.5	0.0	83.8	-1.4
COc1cccc(CN2CCNC(=O)C2CC(=O)N(C)Cc2nc(C)cs2)c1OC (centres undefined)	91.5	nt	nt	88.4	nt	-1.8	0.0	94.5	18.8
Cc1ccc(/C=C2\C(=O)Nc3ccccc32)o1	90.5	-1.8	15.5	107.8	22.4	0.0	4.0	79.1	13.0
COc1ccc(CCNC(=O)CCCC(=O)n2nc(C)c3ccccc32)cc1OC	99.1	1.7	3.4	80.8	0.3	-0.4	1.0	94.1	3.4
Cc1cc(C)cc(NC(=O)CCN2CCOCC2)c1	106.9	5.9	7.9	100.6	13.2	0.8	2.0	104.1	-3.4
COc1ccc(CNCc2cccn2C)cc1	102.9	2.8	10.7	109.3	9.5	1.5	0.0	98.6	7.8
Cc1cc(NC(=O)C(C)SCC(=O)Nc2ccccc2N2CCCCC2)no1 (centres undefined)	90.3	2.9	-2.6	104.8	-4.5	0.7	3.0	93.3	8.6
Cc1ccc(OCC(=O)Nc2ccc3oc(=O)ccc3c2)c(C)c1	97.4	7.7	4.7	102.2	3.1	1.9	0.0	101.6	-9.3
O=C(CCl)c1ccc2[nH]c(=O)oc2c1	85.0	-2.4	1.7	106.3	1.5	37.1	0.0	99.7	0.5
CC1(C)C[C@H]2C3=CCC4[C@@]5(C)CC[C@H](O)[C@](C)(CO)C5CC[C@@]4(C)[C@]3(C)CC[C@@]2(C)[C@H](O)[C@@H]1O (some centres undefined)	99.8	7.7	nt	91.4	nt	nt	0.0	111.0	-4.2
Cc1ccccc1OCc1n[nH]c(=S)n1-c1cccc(Cl)c1	97.5	3.2	-6.7	101.9	0.7	-2.0	2.0	96.0	15.1
Cc1ccc(NCc2nnc(SCC(=O)N3CCc4ccccc43)n2C)cc1	104.2	3.6	1.4	112.2	7.3	0.8	0.0	106.3	-4.1
COc1ccc(OC)c(C2=NOC(C(=O)Nc3ccccc3SC)C2)c1 (centres undefined)	85.5	4.5	2.0	110.2	-0.3	-1.0	0.0	96.3	30.2
CCN(c1ccccc1)S(=O)(=O)c1ccc2[nH]c(=O)[nH]c2c1	96.9	-0.4	8.8	98.8	6.2	-0.1	3.0	96.2	-4.0
Cc1cccc(NS(=O)(=O)c2c(C)n[nH]c2C)c1	99.9	7.1	5.1	100.7	7.1	-1.3	3.0	102.4	-2.4
Cc1ccc(C)c(S(=O)(=O)N2CCCOC2CNC(=O)C(=O)NCCCn2ccnc2)c1 (centres undefined)	92.7	0.3	-2.8	82.9	-6.0	4.0	0.0	89.2	20.7
Cc1ccsc1C(=O)N/N=C/c1ccc([N+](=O)[O-])cc1	101.1	3.6	8.4	143.4	-0.1	2.7	0.0	97.3	7.3
Cc1ccc2c(c1)cc1c(=O)[nH]ncn12	85.1	-1.8	1.8	95.5	-0.8	-0.1	5.0	82.8	9.9
CCOc1ccc(NC2=NC(C(=O)NCc3ccccc3)CC(=O)N2)cc1 (centres undefined)	100.4	-1.7	-3.2	101.9	0.8	3.7	2.0	99.1	10.2
CC(C)C(OC(=O)c1cccs1)C(=O)NCc1ccc2c(c1)OCO2 (centres undefined)	89.4	9.8	6.2	110.6	3.9	2.4	3.0	98.2	0.5

Carrying on:
SMILES	CIT2-GFP yeast	GLD-1 TGE inh	Bcl-xL primary	Yeast superoxide	MCL1 BIM primary	MEX-5 binding	GRK2 inh	AGP1 TOR yeast	VLA-4 inh
CC(=O)Nc1ccc(S(=O)(=O)N(C)CC(=O)NCCC2=CCCCC2)cc1	98.8	-4.0	-8.1	95.2	-9.6	0.8	1.0	93.3	-1.5
CCOC(=O)c1c(C)oc2c1c(C(c1ccccc1)N1CCOCC1)c(O)c1ccccc12 (centres undefined)	83.1	8.8	1.2	93.3	2.7	0.2	1.0	86.7	15.1
CCOCC(=O)Nc1ccccc1C(=O)O	91.4	7.8	4.5	114.1	3.1	1.1	3.0	103.3	7.7
Cc1cc(C(=O)Nc2c(C)nn(Cc3ccc(Cl)cc3)c2C)no1	94.2	4.3	-0.3	105.8	-6.7	-3.3	1.0	94.1	10.1
Cc1scc(C(=O)N/N=C/c2ccco2)c1C	99.8	1.0	1.5	92.6	8.5	-2.8	5.0	103.9	-0.2
COc1ccccc1NS(=O)(=O)c1cc(C(=O)NCc2ccncc2)ccc1C	91.5	-8.9	1.0	114.7	-0.6	0.9	2.0	102.6	2.5
CC(C)(C)NS(=O)(=O)c1ccc2nc(NC(=O)c3ccc(N4C(=O)CCC4=O)cc3)sc2c1	92.1	-5.2	3.1	109.1	-0.1	-1.6	0.0	103.7	-2.9

Compound activity deposited in PubChem BioAssay by several laboratories.

Not a hit list (roughly 2.1% active in at least one column).
